Abeta yeast res = A-beta toxicity reversal in yeast | yeast expressing A-beta42, growth rescue, OD600, 48 h; response scale: 0% DMSO, 100% iron-clioquinol control | Potency, µM (doses to about 46.1 µM), inactives show top-dose growth rescue, hits mostly activators | actives 0.063% (n = 410,000); further: potency means the concentration at half of the fitted maximal effect; nearly all actives have a fitted effect of over 55% in size
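Yeast A-beta toxicity model in growth medium with pinned compounds, 48 h at 30 C; growth read as absorbance at 600 nm. Normalized to FeCl3/clioquinol equimolar mix (positive) and DMSO (negative).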
PLK1 PBD inh = blocks phosphopeptide binding to human PLK1 polo-box domain. Plk1 PBD binding of FITC phosphopeptide, fluorescence polarization. actives 2.8% (n = 360,000). Potency, µM, inactives show max response, negative = inhibition, actives largely listed as inhibitors. AID 720504. P53350; further: potency means the concentration at half of the fitted maximal effect; series mostly up to about 57 µM; on the % scale 0 is the no-effect control and ±100 the full control effect; nearly all actives have a fitted effect of over 65% in size
Target sequence (P53350 whole entry, looked up, the tested form may be a part): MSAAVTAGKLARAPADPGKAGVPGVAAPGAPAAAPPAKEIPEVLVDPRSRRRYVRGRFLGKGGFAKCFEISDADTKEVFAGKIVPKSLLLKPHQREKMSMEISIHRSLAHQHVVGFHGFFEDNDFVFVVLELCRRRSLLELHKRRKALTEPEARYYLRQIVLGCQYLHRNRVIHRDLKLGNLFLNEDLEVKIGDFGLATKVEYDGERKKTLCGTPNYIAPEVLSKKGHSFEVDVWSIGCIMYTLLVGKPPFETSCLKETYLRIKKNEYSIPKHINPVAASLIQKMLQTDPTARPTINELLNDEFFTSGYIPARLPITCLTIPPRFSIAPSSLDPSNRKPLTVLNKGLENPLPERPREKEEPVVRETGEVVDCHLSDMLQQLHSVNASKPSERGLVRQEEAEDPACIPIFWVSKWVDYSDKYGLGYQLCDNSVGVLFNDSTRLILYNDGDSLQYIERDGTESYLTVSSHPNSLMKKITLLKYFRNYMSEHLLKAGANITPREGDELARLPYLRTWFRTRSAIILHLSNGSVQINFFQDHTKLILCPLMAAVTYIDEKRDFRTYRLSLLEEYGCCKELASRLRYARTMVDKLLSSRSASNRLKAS
aSyn yeast inh = inhibitors of alpha-synuclein toxicity in yeast | Yeast expressing alpha-synuclein, growth rescue, BacTiter-Glo, 24 h | Potency, µM (highest dose often 46.1 µM), for the others: at the top dose growth rescue (activation), usual class: activators | actives 0.14% (n = 370,000) | AID 652106; further: potency means the concentration at half of the fitted maximal effect; % of control where 0% means no effect; nearly all actives have a fitted effect of over 65% in size
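Screening used galactose-induced yeast with toxic alpha-synuclein levels, exposed to compound for 24 hr at 30 deg C. Cell growth, read with BacTiter-Glo luminescence, gave the measured signal.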
EPAC1 antagonist = EPAC1 (human) antagonism | O95398 | EPAC1 GEF assay, Rap1b-BODIPY-GDP exchange fluorescence | Potency, µM (doses to about 115 µM), for the others: at the highest dose activity change, negative = inhibition, hits mostly inhibitors | actives 0.14% (n = 360,000) | AID 720709;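 further: potency means the concentration at half of the fitted maximal effect; plate controls were vehicle for no effect and positive control for full effect; nearly all actives have a fitted effect of over 50% in size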
PI5P4K alpha inh = inhibitors of human PI5P4K alpha | PI5P4Kalpha enzyme, ADP-Glo luminescence, 60 min; hits give low values | max response, % | actives 1.2% (n = 330,000) | AID 652105; active means max response of -50% or lower; inconclusive means between -30% and -50%; inactive means -30% or higher; further: value at the top dose of about 77 µM; on the % scale 0 is the no-effect control and ±100 the full control effect
Target sequence (P48426 whole entry, looked up): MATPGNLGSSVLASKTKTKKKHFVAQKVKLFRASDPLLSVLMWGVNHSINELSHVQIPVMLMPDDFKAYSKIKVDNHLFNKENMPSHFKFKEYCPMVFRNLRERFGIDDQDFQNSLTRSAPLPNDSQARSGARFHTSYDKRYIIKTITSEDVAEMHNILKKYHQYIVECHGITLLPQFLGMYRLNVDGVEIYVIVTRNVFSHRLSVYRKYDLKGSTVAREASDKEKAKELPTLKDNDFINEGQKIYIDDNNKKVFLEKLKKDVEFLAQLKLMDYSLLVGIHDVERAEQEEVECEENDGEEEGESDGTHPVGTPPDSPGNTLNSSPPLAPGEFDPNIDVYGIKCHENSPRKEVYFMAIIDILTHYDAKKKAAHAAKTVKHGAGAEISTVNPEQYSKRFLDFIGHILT
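Controls without substrate or without enzyme flank wells where PI5P4Kalpha converts substrate using 5 microM ATP (final). Incubation lasts 60 minutes at room temperature; ADP formed is read by ADP-Glo luminescence.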
FUS yeast rescue = FUS proteinopathy suppression in yeast | actives 0.24% (n = 390,000) | AID 1347120 | S. cerevisiae FUS-expressing, growth rescue, OD600, 24 h | Potency, µM (series often up to 76.6 µM), for the others: at the top dose growth rescue (activation), actives largely listed as activators;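 further: potency means the concentration at half of the fitted maximal effect; plate controls were DMSO vehicle for no effect and reference control for full effect; nearly all actives have a fitted effect of over 55% in size; some results filed as inactive show a strong effect at the top dose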
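Read-out: OD at 600 nm after 24hr at 30C, reporting rescue of FUS-induced yeast toxicity. Cells at OD 0.005 in galactose (2%) minimal medium; compounds tested in a dilution series; CP55940 titration from 92uM final as control.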
WRN helicase inh = WRN helicase (human) inhibition; Potency, µM (highest dose often 114 µM), for the others: at the top dose activity change, negative = inhibition, hits mostly inhibitors; actives 0.46% (n = 360,000); Q14191; WRN helicase unwinding, fluorescent forked duplex, kinetic; AID 651768; further: potency means the concentration at half of the fitted maximal effect; on the % scale 0 is the no-effect control and ±100 the full control effect; nearly all actives have a fitted effect of over 55% in size
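WRN at 20 nM final was preincubated with compound for 15 min at room temperature; reaction started with 100 nM forked duplex oligonucleotide carrying fluorophore and quencher plus 2 mM ATP (final). Unwinding followed kinetically by red fluorescence (ex 525/em 598 nm).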
EPAC1 agonist = EPAC1 (human) agonism; O95398; actives 0.073% (n = 360,000); EPAC1 agonist qHTS, biochemical assay; response scale: 100% = response to 6.5 mM cAMP; AID 720707; Potency, µM (titrated, usually from 154 µM), for the others: top-dose activation, most hits filed as activators; further: potency means the concentration at half of the fitted maximal effect; nearly all actives have a fitted effect of over 60% in size
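Nucleotide exchange by EPAC1 (100 nM) on Rap1B–BODIPY-GDP (250 nM) in the presence of 50 uM GDP is tracked fluorescently at 480/540 nm over 30 min. Signals are normalized to a 6.5 mM cAMP control.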
IL-2 act = activators of IL-2 | IL-2 activation reporter assay, cell-based qHTS; stimulated with anti-CD3/CD4/CD28 beads; in transgenic mouse T cells | activation, % (series mostly up to about 46 µM) | actives 0.065% (n = 360,000) | AID 652025; in the data active means activation above about 50%; inconclusive means mostly about 30% to 49%; further: 0% is about no effect
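First, unstimulated transgenic mouse T cells were exposed to compound for 60 min. Next, anti-CD3/anti-CD4-coated beads with anti-CD28 were added. Finally, after 18 h at 37 degrees C, EGFP and DsRed were imaged.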
* = called active by the depositor; u = inconclusive; x = not tested or not shown; [ ] = remark or other dose. Unless noted, the call rests on the fitted dose curve; in most records, active means well fitted curve in the direction sought with a large enough effect; inconclusive means small, poorly fitted or top-dose-only effect, or another doubt; inactive means no such curve, though single readings can be large; an effect the other way counts as inactive or inconclusive.

Compound | EPAC1 antagonist | FUS yeast rescue | WRN helicase inh | PLK1 PBD inh | aSyn yeast inh | Abeta yeast res | EPAC1 agonist | IL-2 act | PI5P4K alpha inh
NC(=O)C1(N2CCCCC2)CCN(CC(=O)Nc2ccccc2Sc2ccccc2)CC1 | 14% | 3% | -8% | -3% | 5% | 10% | 5% | -0.5 | x
O=C(Cn1ncc(N2CCOCC2)c(Cl)c1=O)c1ccc(Cl)cc1 | -18% | 4% | -1% | 0% | -5% | -17% | -1% | 0.7 | -11
CCCCCC(=O)Nc1cccc(C2=NOC3(C2)C[C@@H](C(N)=O)N(C(=O)Cc2ccc([N+](=O)[O-])cc2)C3)c1 (some centres not stated) | -13% | u | 4% | -6% | 3% | -10% | 3% | 0.6 | 0
CCCCN(CCCC)S(=O)(=O)c1ccc(NC(=O)CN2CCOCC2)cc1 | 5% | 31% | 2% | -2% | -1% | 9% | -7% | -3.1 | x
CCCCNC(=S)NCc1ccc2[nH]c(C)cc2c1 | 3% | -6% | -2% | 3% | 18% | 16% | -6% | -0.8 | -1
CCOc1ccc(C(=O)N2CCc3ccccc32)cc1 | 0% | -11% | 1% | -1% | -4% | -14% | -1% | 0.7 | -1
Nc1c(N(Cc2ccccc2)C(=O)CCc2ccccc2)c(=O)[nH]c(=O)n1Cc1ccccc1 | -15% | x | -16% | -2% | -2% | 0% | 3% | -2.5 | -11
CC1(OC(=O)C2CCCC2)C(=O)C=C2C=C(c3ccsc3)N(C3CCCC3)C=C2C1=O (configuration not stated) | -12% | 27% | 12% | u | -10% | -14% | 0% | 0.3 | -20
O=C(c1ccc(CN2CCc3ccccc3C2)cc1)N1CCN(c2ccccc2)CC1 | 3% | 2% | -3% | 0% | -1% | 9% | 1% | -1.4 | -5
CC(=O)NC(c1ccc(F)c(F)c1)c1nc(-c2ccccc2C)cs1 (configuration not stated) | -11% | 4% | -7% | -4% | 1% | 19% | -4% | -0.2 | -6
COc1ccc(N2CC(C(=O)N3CCN(Cc4ccc5c(c4)OCO5)CC3)CC2=O)cc1 (configuration not stated) | 3% | 5% | -4% | -4% | 1% | 1% | 6% | -0.9 | 2
COc1ccc(OCC(=O)O/N=C(\N)Cc2cccs2)cc1 | 14% | 29% | 6% | -9% | -11% | -11% | 6% | -1.9 | -8
CC(C)CN(C(=O)COC(=O)c1ccccc1Sc1ccccc1C#N)C1CCS(=O)(=O)C1 (configuration not stated) | -15% | 41% | -6% | -9% | 10% | 29% | 7% | -0.6 | 6
CCn1cnc2cc(NC(=O)c3ccc(C)cc3)ccc21 | -4% | -8% | 2% | -19% | -1% | 3% | -3% | 6.7 | 2
CS(=O)(=O)c1ccc(C(=O)OCC(=O)NC2CCS(=O)(=O)C2)cc1[N+](=O)[O-] (configuration not stated) | 0% | -3% | 0%[11.6 µM] | -6% | 3% | -3% | 12% | 0.8 | 3
COc1cc(OC)c2c(C)c(Cl)c(=O)oc2c1 | -13% | 16% | 2%[57.1 µM] | -1% | 6% | -11% | -7% | -3.1 | -5
COc1ccc(S(N)(=O)=O)cc1C(=O)OCC(=O)NC(C)(C#N)C1CC1 (configuration not stated) | 1% | x | -25% | -2% | 2% | 0% | -11% | 0.2 | 6
CCOc1cc(/C=N/NC(=O)c2ccc(CN3CCOCC3)cc2)ccc1OC | -23% | 15% | -9% | -18% | -7% | 0% | 2% | 3.5 | 8
COc1ccccc1C1Nc2ccccc2NC2=C1C(=O)CC(C)(C)C2 (configuration not stated) | -5% | 25% | -27% | -12% | -3% | -23% | 6% | 0.1 | 0
Cc1ccc(Cl)c(OCC(=O)Nc2ccc(S(=O)(=O)NC3=NCCCCC3)cc2)c1 | -17% | x | -9% | -1% | 0% | -12% | -5% | -0.4 | 0
CCCCN(CC)C(=O)c1ccc(Cl)cc1 | 3% | -11% | -1% | -4% | 1% | -6% | 5% | -2.1 | 0
O=C(NNC(=O)c1ccc2ccccc2c1)Nc1ccc(F)cc1 | 18% | -9% | 2% | 0% | -1% | 9% | -6% | -2.2 | 0
C=CCN(C(=O)c1csnn1)C(C(=O)NCc1ccc(F)cc1)c1ccccc1 (configuration not stated) | -6% | -15% | -7%[57.1 µM] | -1% | 5% | -29% | 4% | -1.3 | 1
O=C(C1=COCCO1)N(Cc1nnc(-c2ccccc2Cl)o1)C1CC1 | -6% | 16% | -4% | 1% | 6% | -9% | 3% | 0.5 | 1
CCOCC(=O)Nc1ccc(Br)c(C)c1 | 4% | -3% | 7%[57.1 µM] | -10% | 0% | -5% | 5% | 2.2 | 0
CC(C)(C)NC(=O)NC(=O)COC(=O)Cc1coc2ccc3ccccc3c12 | u | 10% | -3% | 5% | u | u | -6% | -4.4 | 28
Cc1cccc(C)c1NC(=O)C(=O)NCC1CCCN1S(=O)(=O)c1cccs1 (configuration not stated) | 4% | 22% | 9% | 3% | -2% | -6% | 0% | -2.5 | 3
Cc1sc(NC(=O)/C=C/c2ccc(C(C)C)cc2)c(C#N)c1C | 2% | 12% | -8% | -15% | 0% | -23% | 3% | 0.3 | 0
CCC(CO)Oc1cc(NCc2cccc(O)c2)c2ncn(C(C)C)c2c1 (configuration not stated) | 14% | -14% | 1% | 2% | 0% | 7% | 3% | -2.0 | -2
O=C(CN1C(=O)CC(c2ccccc2)Sc2ccccc21)NCC1CCCO1 (configuration not stated) | 13% | -10% | 0% | -8% | -2% | -6% | 5% | 0.2 | 3
O=C(CN(c1ccc(F)cc1)S(=O)(=O)c1ccccc1)NCCSC1CCCCC1 | -25% | 13% | -11% | -2% | 5% | u | -6% | -0.1 | 11
Cc1ccc(NC(=S)NNC(=O)Cn2nc(C(F)F)cc2C(F)F)cc1 | -8% | x | 3% | 1% | 1% | 0% | -18% | 0.1 | -6
Nc1nc(-c2ccc(Oc3ccccc3)cc2)c(CC(=O)O)s1 | 13% | 18% | -5%[57.1 µM] | -26% | -4% | -2% | -7% | -2.6 | -4
CCCCNC(=S)NC(=O)c1ccc([N+](=O)[O-])cc1 | -10% | -3% | 9% | -2% | -2% | -21% | -6% | -0.2 | -1
CC1=C(C(=O)OC(C)C)C(c2ccccc2)NC(=O)N1C (configuration not stated) | 3% | -9% | 12% | 2% | 9% | -4% | -5% | 0.3 | -2
O=C(NCCCN1CCCC1=O)c1cccc(C(F)(F)F)c1 | -6% | -17% | -7% | -4% | 2% | -1% | 7% | 1.7 | x
CC1CCN(C(=O)CN2C(=O)C(C)(C)Oc3ccc(C(=O)NC(C)C)cc32)CC1 | 2% | -1% | -1% | 2% | -1% | 6% | 0% | -3.0 | 0
O=C(CCC(=O)N1CCOc2ccccc21)N1CCCCC1 | -2% | 3% | 3% | -12% | 5% | 0% | -8% | -3.2 | 0
CCOC(=O)CC1C(=O)NCCN1C(=S)Nc1ccccc1 (configuration not stated) | 15% | 5% | -6% | -8% | 6% | 1% | -3% | -0.9 | 2
Cc1nc2c3ccccc3nc(NNC(=O)CCC(=O)NCCN3CCN(c4ccccc4F)CC3)n2n1 | 33%[activator] | 17% | -8% | 30µM* | -3% | -13% | -8% | -2.8 | 3
COc1ccc(N(C(C)C(=O)N2CCCC2)S(C)(=O)=O)cc1 (configuration not stated) | -3% | -20% | 1% | -4% | 6% | -2% | 10% | -2.0 | 1
Cc1cccc(C(=O)OC2CCOC2=O)c1O (configuration not stated) | -9% | 6% | -8% | -9% | -13% | -8% | -1% | -0.1 | 9
C[C@H](NC(=O)c1nc[nH]c1C(=O)NC(c1ccccc1)c1ccccc1)C(=O)OC(C)(C)C | -22% | u | -13% | -9% | 1% | 2% | -18% | -0.6 | 2
CC(C)Sc1nnc(NC(=O)C2CC2)s1 | 5% | -20% | 0% | -6% | 6% | 8% | -1% | 0.7 | -6
COC(=O)CN(Cc1ccccc1)S(=O)(=O)c1ccc(OC)c(OC)c1 | 11% | 8% | -1%[57.1 µM] | 3% | 5% | 3% | -2% | -1.5 | x
CCN(Cc1ccccc1)S(=O)(=O)c1ccc(C(=O)Nc2nnc(C)o2)cc1 | -8% | 31% | 3% | -8% | u | u | -1% | -0.7 | 0
N#Cc1nc(Cc2cccc3ccccc23)oc1NCCN1CCOCC1 | -8% | 26% | -3% | -8% | -1% | -5% | 6% | -2.2 | x
COc1ccc(C(=O)CCNc2ccc(F)cc2)cc1 | 12% | -2% | -33% | -6% | -1% | 2% | -1% | -0.8 | -18

Profiles, looked up by structure:
CCOC(=O)CC1C(=O)NCCN1C(=S)Nc1ccccc1 (configuration not stated) is listed as EPAC1 antagonist: 15%; FUS yeast rescue: 5%; WRN helicase inh: -6%; PLK1 PBD inh: -8%; aSyn yeast inh: 6%; Abeta yeast res: 1%; EPAC1 agonist: -3%; IL-2 act: -0.9; PI5P4K alpha inh: 2
CCN(Cc1ccccc1)S(=O)(=O)c1ccc(C(=O)Nc2nnc(C)o2)cc1 is listed as EPAC1 antagonist: -8%; FUS yeast rescue: 31%; WRN helicase inh: 3%; PLK1 PBD inh: -8%; aSyn yeast inh: u; Abeta yeast res: u; EPAC1 agonist: -1%; IL-2 act: -0.7; PI5P4K alpha inh: 0

Following part.
Compound | EPAC1 antagonist | FUS yeast rescue | WRN helicase inh | PLK1 PBD inh | aSyn yeast inh | Abeta yeast res | EPAC1 agonist | IL-2 act | PI5P4K alpha inh
CCN(CC)C(=O)c1cc2sc3ccccc3c2s1 | 1% | 27% | -6% | -3% | 3% | -35%[inhibitor] | -3% | -0.1 | 1
COc1ccc(S(=O)(=O)Nc2c(C(=O)O)[nH]c3ccc(OC)cc23)cc1 | 5% | 4% | -2% | u | 5% | 9% | 4% | -0.6 | -11
CCC1C(=O)CC(c2ccco2)NC1c1ccco1 (configuration not stated) | -23% | -12% | -5% | -7% | 1% | 17% | 22% | 0.9 | 2
O=C(OCC(=O)N1CCCCCC1)c1cnc(Cl)c(Cl)c1 | -17% | -5% | -3% | -6% | 5% | -14% | 0% | 1.4 | 2
Cc1sc2ncnc(SCC(=O)c3cccs3)c2c1C | -14% | 18% | -3% | -7% | -1% | 15% | 0% | -3.3 | -5
CCN1CCN(S(=O)(=O)c2ccc3c(c2)NC(=O)CS3)CC1 | -15% | 12% | 6% | -1% | 9% | 3% | -11% | -1.1 | 0
